# RAD54 branch: blocks human RAD54 Holliday junction branch migration; actives 0.14% (n = 360,000); FAM/BHQ fluorescence; inhibition, % at 10.4 µM;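 active means mean normalized replicate activity at least 40 and at least half of replicates scoring 40 or more; inconclusive means only one of the two criteria met; inactive means mean below 40 and under half of replicates reaching 40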;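 further: 0% = median of neutral control wells and 100% = median of positive control wells; inhibitors cause a drop in the FAM fluorescence signal; in these data hits start at about 50%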
# Xi reactivation: reactivates the inactive X chromosome in mouse fibroblasts. XiGFP mouse fibroblasts, % GFP-positive cells imaging, 3 d; cells co-treated with 5-aza-dC sensitizer; scaled so ellipticine positive control = 100%. activation, % at 7.58 µM. actives 0.055% (n = 360,000);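 active means mean normalized replicate activation at least 10% and every replicate at or above 10%; inconclusive means only one of the two criteria met; inactive means mean below 10% and not all replicates reach 10%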;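 further: 0% = median of on-plate neutral control wells and 100% = ellipticine 6 µM median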
#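 System: SV40-immortalized XiGFP fibroblast cells, line 68-5-11 / Incubation: 3-day compound exposure, then 15 min fixation at room temperature / Compound: single concentration per compound, delivered by pin transfer / Buffer or medium: DMEM plus 5-aza-dC sensitizer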
# DENV2 CPE: DENV2-induced cell death inhibition; DENV2-infected cells, cytopathic effect rescue, plate reader; CPE inhibition, % at 9.99 µM; actives 1.7% (n = 350,000); AID 651640; in the data active means CPE inhibition above about 20%, passing the limit was not always enough; inconclusive means no clear call, values can overlap the other calls; tested in BHK-21 cells;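 further: 0% = median of neutral control wells and 100% = median of positive control wells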
# E-sel inducer: E-selectin induction on HUVECs; activation, % at 7.58 µM; actives 0.37% (n = 260,000); HUVEC E-selectin immunofluorescence imaging; normalized: neutral wells 0, TNF-alpha wells 100;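 active means mean E-selectin-positive cell signal at least 10% of the positive control, reached in at least 60% of replicates, without over 20% cell loss; inconclusive means no rule given, readout overlaps actives, possibly toxicity-flagged; inactive means the rest, including those meeting only one limit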;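 further: in these data hits start at about 27%; measured in HUVEC primary endothelial cells; signal is the percent of cells scored E-selectin positive by PE staining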
#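 Read-out: % PE-positive cells | Test system: HUVEC | Doses: One compound dose added by pin transfer | Buffer or medium: EGM-2 over gelatin coat | Signal: Immunofluorescence imaging | Benchmarks: TNF-alpha, DMSO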
# CASP6 VEID inh: inhibitors of human caspase-6; purified caspase-6, Z-VEID-R110 cleavage fluorescence; inhibition, % at 12.5 µM; actives 0.53% (n = 350,000); AID 686996;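 active means mean inhibition across replicates at least about 35%, with every replicate also reaching that limit, limit read from the data; inconclusive means only one of the two criteria met; inactive means neither criterion met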;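 further: 0% = median of neutral control wells and 100% = no fluorescence left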
# Target sequence (P55212 24-179 limits assumed): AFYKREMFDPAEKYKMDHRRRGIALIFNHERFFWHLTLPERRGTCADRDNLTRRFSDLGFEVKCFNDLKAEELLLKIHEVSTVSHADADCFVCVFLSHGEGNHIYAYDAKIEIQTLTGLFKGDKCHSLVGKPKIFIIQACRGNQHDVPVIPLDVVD
# Target sequence (P55212 194-293 limits assumed): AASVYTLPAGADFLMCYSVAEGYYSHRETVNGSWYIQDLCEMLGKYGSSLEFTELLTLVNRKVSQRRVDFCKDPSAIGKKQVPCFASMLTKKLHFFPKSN
# CFTR F508del cor: CFTR F508del correction in bronchial cells. CFBE cells, YFP halide quenching; stimulated with forskolin plus potentiator P3; % fluorescence drop versus neutral controls. activity (quench increase), % at 7.58 µM. actives 0.36% (n = 350,000);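 active means mean added fluorescence quench of at least 8% versus neutral control, with both replicates also reaching 8%; inconclusive means only one of the mean or replicate conditions met; inactive means mean below 8% and not both replicates reaching 8%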;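 further: cells transiently co-express mutant CFTR-F508del with the halide-sensitive YFP; corrector assay measuring rescue of mutant channel to the surface after 24 h compound exposure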
# RAD52 anneal inh: RAD52 (human) annealing inhibition; actives 0.46% (n = 360,000); recombinant RAD52 DNA annealing, FRET fluorescence; inhibition, % at 18.7 µM; P43351;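 active means every replicate showing at least 50% inhibition; inconclusive means mean inhibition at least 50% but not in every replicate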
# Target sequence (P43351 whole entry, looked up): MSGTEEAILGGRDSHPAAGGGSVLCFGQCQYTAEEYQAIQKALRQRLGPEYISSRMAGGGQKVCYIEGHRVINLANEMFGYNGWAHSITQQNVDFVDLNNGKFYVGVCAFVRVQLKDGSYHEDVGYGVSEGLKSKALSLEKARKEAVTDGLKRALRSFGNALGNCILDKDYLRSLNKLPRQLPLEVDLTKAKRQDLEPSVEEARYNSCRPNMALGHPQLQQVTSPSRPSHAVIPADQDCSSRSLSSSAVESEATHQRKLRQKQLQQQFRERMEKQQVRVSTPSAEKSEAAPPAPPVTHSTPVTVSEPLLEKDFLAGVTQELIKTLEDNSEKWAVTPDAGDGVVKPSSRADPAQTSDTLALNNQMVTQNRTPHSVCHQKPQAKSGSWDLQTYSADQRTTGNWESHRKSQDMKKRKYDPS
# INS-1E GSIS act: GLuc luminescence reporter in INS-1E cells, primary screen for activators of glucose-dependent secretion of insulin; INS-1E GLuc reporter insulin secretion, 2-3 h; activation, % at 16.6 µM; actives 0.61% (n = 370,000); AID 743287;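 active means lowest replicate activation of at least 40%, so every replicate reaches that level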;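 further: 0% = median of neutral control wells and 100% = median of IBMX positive control wells; some compounds called inactive have numbers as strong as hits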
# * = called active by the depositor; u = inconclusive; x = not tested or not shown; & = joins results of further samples. No enrichment for hits; 3.7% or so of the library scored in one or more.
SMILES,RAD54 branch,Xi reactivation,DENV2 CPE,E-sel inducer,CASP6 VEID inh,CFTR F508del cor,RAD52 anneal inh,INS-1E GSIS act
COc1ccc(C(=O)Nc2cccc3ccccc23)cc1,3,0.1,-3,0.1,-3,1.6,-6,3
O=C(C1CCCN(S(=O)(=O)c2ccccc2)C1)N1CCCCC1 (stereo not given),-6,0.0,11,-0.7,-1,3.4,-8,16
CC(C)Cn1c(=O)c(C(=O)Nc2ccncc2)c(O)c2ccccc21,-15,-0.1,-12,x,0,2.6,-24,-1
CCCC#Cc1ccc([C@H]2[C@@H](CO)N3C(=O)CN(S(=O)(=O)c4ccccc4C)C[C@H]23)cc1,x,0.0,-2,-0.3,-2,-0.7,-3,11
COc1ccc(OCc2cc(C(=O)N(C)Cc3nccn3C)no2)c2ccccc12,11,0.0,0,0.1,1,0.4,1,16
CN(CCO)c1cc(N2CCN(C(=O)c3ccco3)CC2)c2nonc2c1[N+](=O)[O-],-2,0.2,2,0.7,-9,x,-9,-10
CCC(=O)N1CC2(C1)[C@@H](c1ccc(-c3ccc(F)cc3)cc1)[C@@H](CO)N2C(=O)CC,x,0.0,4,0.0,-7,-1.8,-13,-20
Cc1ccc(NC(=O)Cn2nnc(C(=O)NCc3ccc(Cl)cc3)c2N)cc1F,-3,1.5,-2,x,-2,1.1,-7,2
CCCOC1CCCN(C(=O)c2ccc3oc(C(C)C)nc3c2)C1 (stereo not given),13,0.0,0,-0.1,-2,-2.7,-2,8
FC(F)(F)c1ccc(C2[C@H]3CN(Cc4cccnc4)[C@H](c4ccccc4)C34CC2(c2cccnc2)C4)cc1 (stereo not given in full),1,-0.1,-6,0.1,-2&-1,-2.1,-32&-6,-1&-12
CNC[C@H]1Oc2c(NC(=O)c3cc(C)nn3C)cccc2C(=O)N([C@@H](C)CO)C[C@H]1C,3,0.0,-4,x,4,-1.0,-7,2
O=[N+]([O-])c1ncc(Br)cc1Nc1ccccc1,x,-0.1,2,-0.3,1,2.4,9,31
O=S(=O)(c1ccc(Cl)cc1)c1nc(-c2ccccc2F)oc1NCCCN1CCOCC1,4,0.0,-8,0.3,-2,-2.8,0,-33
O=C(O)Cn1nc(-c2ccc(Cl)cc2)ccc1=O,x,0.0,-1,0.1,-2,-2.0,-44,-5
O=C(Nc1cccc(NC(=O)c2ccco2)c1)c1cccc(Br)c1,-3,0.3,u,0.3,-2,0.1,-21,-10

# 11 entries from above in a different format.
Structure	RAD54 branch	Xi reactivation	DENV2 CPE	E-sel inducer	CASP6 VEID inh	CFTR F508del cor	RAD52 anneal inh	INS-1E GSIS act
COc1ccc(OCc2cc(C(=O)N(C)Cc3nccn3C)no2)c2ccccc12	11	0.0	0	0.1	1	0.4	1	16
CN(CCO)c1cc(N2CCN(C(=O)c3ccco3)CC2)c2nonc2c1[N+](=O)[O-]	-2	0.2	2	0.7	-9	x	-9	-10
CCC(=O)N1CC2(C1)[C@@H](c1ccc(-c3ccc(F)cc3)cc1)[C@@H](CO)N2C(=O)CC	x	0.0	4	0.0	-7	-1.8	-13	-20
Cc1ccc(NC(=O)Cn2nnc(C(=O)NCc3ccc(Cl)cc3)c2N)cc1F	-3	1.5	-2	x	-2	1.1	-7	2
CCCOC1CCCN(C(=O)c2ccc3oc(C(C)C)nc3c2)C1 (stereo not given)	13	0.0	0	-0.1	-2	-2.7	-2	8
FC(F)(F)c1ccc(C2[C@H]3CN(Cc4cccnc4)[C@H](c4ccccc4)C34CC2(c2cccnc2)C4)cc1 (stereo not given in full)	1	-0.1	-6	0.1	-2&-1	-2.1	-32&-6	-1&-12
CNC[C@H]1Oc2c(NC(=O)c3cc(C)nn3C)cccc2C(=O)N([C@@H](C)CO)C[C@H]1C	3	0.0	-4	x	4	-1.0	-7	2
O=[N+]([O-])c1ncc(Br)cc1Nc1ccccc1	x	-0.1	2	-0.3	1	2.4	9	31
O=S(=O)(c1ccc(Cl)cc1)c1nc(-c2ccccc2F)oc1NCCCN1CCOCC1	4	0.0	-8	0.3	-2	-2.8	0	-33
O=C(O)Cn1nc(-c2ccc(Cl)cc2)ccc1=O	x	0.0	-1	0.1	-2	-2.0	-44	-5
O=C(Nc1cccc(NC(=O)c2ccco2)c1)c1cccc(Br)c1	-3	0.3	u	0.3	-2	0.1	-21	-10

# (listing goes on)
SMILES,RAD54 branch,Xi reactivation,DENV2 CPE,E-sel inducer,CASP6 VEID inh,CFTR F508del cor,RAD52 anneal inh,INS-1E GSIS act
COc1ccc(S(=O)(=O)Nc2ccc3c(c2)C(=O)N([C@H](C)CO)C[C@H](C)[C@H](CN(C)S(=O)(=O)c2ccc(F)cc2)O3)cc1,3,0.1,9,0.1,-8,-1.2,-29,-13
COc1ccc(CN(C)C[C@@H]2OCCCC[C@@H](C)Oc3ccc(NC(=O)NC4CCCCC4)cc3C(=O)N([C@H](C)CO)C[C@@H]2C)cc1,-8,0.3,-1,-0.3,1,-1.7,3,-4
COc1ccc2c(c1)CCCC2NS(=O)(=O)OCC(Cl)(Cl)Cl (stereo not given),-11,0.0,13,0.0,-1,-0.4,-11,-11
CCOC(=O)C1(Cc2ccccc2)CCN(Cc2ccc(C3CCCCO3)s2)CC1 (stereo not given),-5,0.1,-2,-1.2,-3,0.5,-14,-18
C=CCN(c1ccccc1)S(=O)(=O)c1ccc2c(c1)oc(=O)n2C,-7,5.7,-4,0.0,-2,-1.6,-22,-6
O=C(O)/C=C/C(=O)Nc1c(F)cccc1F,-15,-0.1,-4,-0.1,0,0.7,1,5
C[C@H](CO)N1C[C@H](C)[C@@H](CN(C)S(C)(=O)=O)Oc2c(NC(=O)c3ccncc3)cccc2C1=O,5&-10,-1.3&-0.3,-8&0,0.1,2&1,1.6&-0.3,-3&-21,-9&0
CC(=O)Nc1ccc(NC(=O)C(C)OC(=O)C2CC(=O)N(CCc3ccccc3)C2)cc1 (stereo not given),x,0.4,15,0.3,0,2.5,-7,14
CC1(c2ccccc2)NC(=O)N(CC(=O)N(c2ccccc2)C2CCS(=O)(=O)C2)C1=O (stereo not given),0,0.9,3,-0.5,0,5.2,-4,6
C[C@@H](NC(=O)C[C@@H]1C=C[C@H](NC(=O)C2CCOCC2)[C@H](CO)O1)c1ccccc1,-5,0.5,u,-0.2,1,-3.0,-11,5
CC(=O)Nc1ccc(NC(=O)CS(=O)(=O)c2cn(CC(=O)N3CCC(C)CC3)c3ccccc23)cc1,-6,-0.1,1,-0.6,3,1.5,-16,-6
CN(C)CCNc1ccc(-c2nn(C)c(=O)c3ccccc23)cc1[N+](=O)[O-],x,0.1,-1,x,0,0.4,-16,0
NNC(=O)c1nnsc1-c1csnn1,x,0.5,5,0.5,-1,0.6,-10,-2
C/C=C/c1ccc2c(c1)O[C@@H](CN(C)S(=O)(=O)c1ccc(C)cc1)[C@@H](C)CN([C@H](C)CO)S2(=O)=O,-1,-0.1,14,-0.1,-2,1.0,15,-23
CC1(C)CC(=O)C(C=NCc2ccccn2)=C(O)C1,-1,x,17,x,3,2.7,-22,-1

# Source: PubChem
